FLuc inh: Firefly luciferase inhibition profiling of diverse chemical library using quantitative high-throughput screening; Luciferin 4-monooxygenase (Photinus pyralis), P08659; purified P. pyralis luciferase, luminescence, biochemical; Potency, µM (top dose mostly 115 µM), inactives show at the top dose activity change, negative = inhibition, actives largely listed as inhibitors; 76,000 tested, 2.5% active; AID 1347043, 2019; note: potency is the fitted concentration of half-maximal effect; nearly all actives have a fitted effect of over 65% in size
Target sequence (P08659 whole entry, looked up): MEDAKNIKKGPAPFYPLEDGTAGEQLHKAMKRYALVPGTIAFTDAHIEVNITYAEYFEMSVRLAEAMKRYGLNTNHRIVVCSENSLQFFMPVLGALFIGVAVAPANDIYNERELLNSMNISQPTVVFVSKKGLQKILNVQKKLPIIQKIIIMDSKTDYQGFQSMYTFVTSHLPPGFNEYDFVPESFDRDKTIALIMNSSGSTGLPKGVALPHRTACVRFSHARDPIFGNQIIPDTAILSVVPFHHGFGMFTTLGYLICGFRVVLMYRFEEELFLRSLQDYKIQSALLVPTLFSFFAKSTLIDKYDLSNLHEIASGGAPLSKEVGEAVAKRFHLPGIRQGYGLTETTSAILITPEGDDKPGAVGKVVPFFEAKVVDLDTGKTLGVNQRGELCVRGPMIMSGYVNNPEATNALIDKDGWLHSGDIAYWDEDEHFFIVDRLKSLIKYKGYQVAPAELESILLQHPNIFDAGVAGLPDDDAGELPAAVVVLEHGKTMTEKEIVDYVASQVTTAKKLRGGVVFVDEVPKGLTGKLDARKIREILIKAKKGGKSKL
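Luminescence read by CCD imager after adding enzyme (10nM final) to wells holding compound, titrated in qHTS. Substrates 10uM each D-luciferin and ATP; buffer 50mM Tris acetate pH 7.5, 10mM Mg acetate, Tween-20, BSA.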
IP6K1 inh: Primary qHTS assay for small molecule inhibitors of Inositol hexaphosphate kinase 1 (IP6K1) | IP6K1 kinase, ADP-Glo luminescence, 2 h; hits give low values | activity change, % (series mostly up to about 58 µM) | 140,000 tested, 0.81% active; in the data active = activity change below about -25%
Target sequence (Q92551 whole entry, looked up): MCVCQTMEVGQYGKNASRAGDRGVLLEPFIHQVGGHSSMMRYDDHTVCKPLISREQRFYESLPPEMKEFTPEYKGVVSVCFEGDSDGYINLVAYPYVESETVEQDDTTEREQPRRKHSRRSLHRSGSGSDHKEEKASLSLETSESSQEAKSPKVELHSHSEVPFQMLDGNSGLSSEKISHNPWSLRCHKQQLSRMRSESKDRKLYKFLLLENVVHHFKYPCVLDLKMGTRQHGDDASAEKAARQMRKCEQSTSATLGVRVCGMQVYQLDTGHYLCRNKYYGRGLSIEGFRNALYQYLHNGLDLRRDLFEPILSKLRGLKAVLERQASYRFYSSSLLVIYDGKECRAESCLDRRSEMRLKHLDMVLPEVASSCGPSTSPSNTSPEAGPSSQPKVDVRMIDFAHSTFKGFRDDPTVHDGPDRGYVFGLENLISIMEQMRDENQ
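ADP-Glo luminescence measures ADP made by human IP6K1 during a 2 h RT reaction with ATP/IP6 (mix at 1.3 mM/130 uM); top library doses 57.5 and 19.1 uM final.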
SNCA expr inhib: Primary qHTS assay for inhibitors of alpha-synuclein gene (SNCA) expression | HEK-293 SNCA-luciferase knock-in, luminescence, 24 h | Potency, µM (doses to about 57.2 µM), inactives show at the highest dose activity change, negative = inhibition, usual class: inhibitors | 140,000 tested, 0.17% active;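 note: potency is the fitted concentration of half-maximal effect; plate controls were DMSO cells for no effect and cell-free wells for full effect; nearly all actives have a fitted effect of over 45% in size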
HEK cytotox: Cytotoxic Profiling in HEK 293 Cell Line of Diverse Libraries Using Quantitative High-Throughput Screening. 94,000 tested, 6.6% active. Potency, µM (titrated, usually from 115 µM), for inactives: at the highest dose activity change, negative = cytotoxicity, actives largely listed as inhibitors. HEK 293 viability, ATP luminescence (CellTiter-Glo), 48-72 h; note: potency is the fitted concentration of half-maximal effect; nearly all actives have a fitted effect of over 60% in size
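ATP-coupled CellTiter-Glo luminescence served as viability read-out, recorded 10 min after reagent addition at room temperature. HEK 293 cells, 250 cells/well, had been incubated with pintool-transferred compound for 48 or 72 hr at 37 degree Celsius.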
HEK293 viab: GF-AFC viability counterscreen for inhibitors of alpha-synuclein gene (SNCA) expression; HEK-293-SNCA-luc viability, GF-AFC fluorescence, 24 h; Potency, µM (titrated, usually from 57.1 µM), for the others: at the top dose activity change, negative = cytotoxicity, hits mostly cytotoxic; 150,000 tested, 0.12% active;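 note: potency is the fitted concentration of half-maximal effect; 0% = DMSO-treated cells and -100% = medium-only wells without cells; nearly all actives have a fitted effect of over 30% in size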
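HEK-293-SNCA-luc cells (1500/well) plated 24 h, then exposed 24 h to a dilution series; GF-AFC added 30 min at 37C, fluorescence 405/540 nm; normalised to medium-only and DMSO wells, Hill fit.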
NIH3T3 tox: Cytotoxic Profiling in NIH 3T3 Cell Line of Diverse Libraries Using Quantitative High-Throughput Screening; NIH 3T3 viability, CellTiter-Glo ATP luminescence, 48-72 h; Potency, µM (doses to about 96.7 µM), for inactives: at the highest dose activity change, negative = cytotoxicity, hits mostly inhibitors; 94,000 tested, 4.3% active; note: potency is the fitted concentration of half-maximal effect; nearly all actives have a fitted effect of over 55% in size
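Luminescent ATP readout (CellTiter-Glo, 10 min RT) after 48 or 72 hr compound exposure of NIH 3T3 cells seeded at 400 cells/well in 1536-well format; quantitative HTS.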
GPT2 inhibitor: Primary qHTS assay for inhibitors of Glutamate pyruvate transaminase 2 (GPT2) | Potency, µM (doses to about 57.7 µM), for inactives: top-dose activity change, negative = inhibition, most hits filed as inhibitors | 100,000 tested, 0.25% active | Alanine aminotransferase 2 (Homo sapiens), Q8TD30 | Recombinant GPT2, coupled pyruvate oxidase/HRP Amplex Red fluorescence; note: potency is the fitted concentration of half-maximal effect; nearly all actives have a fitted effect of over 60% in size; many of its hits are not listed in these tables
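Recombinant GPT2 (10ng/uL) with 250uM a-KG and 2mM L-alanine, 30 min at room temperature, in HEPES pH 7.5 buffer. Pyruvate detected by pyruvate oxidase/HRP/Amplex Red fluorescence after 30 min in the dark; AOA (50uM) as positive control.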
Active calls of the source: *; [ ] = another dose, or the depositor's remark. Unless noted, calls come from the whole dose curve; as a rule, active = well fitted curve in the direction sought with a large enough effect; inconclusive = small, poorly fitted or top-dose-only effect, or another doubt; inactive = no such curve, though single readings can be large; an effect the other way counts as inactive or inconclusive. Unless noted, % is set by controls: 0 for no effect and ±100 for the full control effect. The list is partial; rates above refer to the full screens.

Screening CCOCCOC1CCN(C(=O)Nc2cccc(F)c2)CC1 returned FLuc inh -3%, IP6K1 inh 19, SNCA expr inhib 26%, HEK cytotox -2%, HEK293 viab -1%[12.5 µM], NIH3T3 tox inactive and GPT2 inhibitor inconclusive.
`COc1ccc2[nH]c3c(c2c1)CCNC31CCN(C(=O)NC(C)(C)C)CC1` gave FLuc inh 4%, IP6K1 inh 14, SNCA expr inhib 45%[activator], HEK cytotox inconclusive, HEK293 viab -5%[12.5 µM], NIH3T3 tox -28% and GPT2 inhibitor -10%.
`Cn1c(Cn2ccnc2)nnc1C1CCCN(CCOCc2ccccc2)C1` (stereo not drawn) gave FLuc inh 2%, IP6K1 inh 6, SNCA expr inhib -4%, HEK cytotox 4%, HEK293 viab 3%, NIH3T3 tox -20% and GPT2 inhibitor inactive.
For CCc1ccc(C2CC(=O)N(c3cccc(C(F)(F)F)c3)C3=C2C(=O)OC3)cc1 (stereo not drawn) the results were IP6K1 inh 14, SNCA expr inhib 46% and HEK293 viab -1%.
Screening Cc1ccc(C(=O)NC2CCN(c3ccc4nnc(-c5ccccc5)n4n3)C2)cc1 (stereo not drawn) returned IP6K1 inh 3, HEK cytotox -31% and NIH3T3 tox inconclusive.
For Cc1noc2c(-c3cccc(CO)c3)cc(-c3ccccc3)nc12 the results were FLuc inh 12%[172 µM], IP6K1 inh -17, SNCA expr inhib 1%[87.6 µM], HEK cytotox inconclusive, HEK293 viab 9%[87.6 µM], NIH3T3 tox inconclusive and GPT2 inhibitor -14%[88.5 µM].
`CC(C)C(=O)Nc1nnc(SCc2cc(=O)n3ccccc3n2)s1` gave IP6K1 inh -11, SNCA expr inhib -8% and HEK293 viab 18%.
Screening CCC1Oc2ccc(NC(=O)c3cccc(OC)c3)cc2CN(Cc2ccccc2)C1=O (stereo not drawn) returned FLuc inh -11%, IP6K1 inh 14, SNCA expr inhib 4%, HEK cytotox 45µM*, HEK293 viab -2%, NIH3T3 tox inconclusive and GPT2 inhibitor -15%.
For O=C(NC1CC(=O)N(c2ccc(F)cc2)C1)c1cccs1 (stereo not drawn) the results were IP6K1 inh 20, SNCA expr inhib -27% and HEK293 viab 6%.
Screening O=C(N[C@@H]1CN(Cc2c(F)cccc2F)C[C@H]1CO)c1ccccc1 returned FLuc inh 0%, IP6K1 inh -3, SNCA expr inhib 51%[activator], HEK cytotox inactive, HEK293 viab -2%, NIH3T3 tox 3% and GPT2 inhibitor inactive.
For COc1ccc(NC(=O)CCNS(=O)(=O)c2cccc3nsnc23)cc1Cl the results were IP6K1 inh 7, SNCA expr inhib 4% and HEK293 viab -3%.
Screening CC(=O)Nc1cccc(-c2cc3c(ccn3C)c(C(=O)NCCc3cnc[nH]3)n2)c1 returned FLuc inh -6%[172 µM], IP6K1 inh -3, SNCA expr inhib 35%[activator][87.6 µM], HEK cytotox inconclusive, HEK293 viab -21%[87.6 µM], NIH3T3 tox inconclusive and GPT2 inhibitor 1%[88.5 µM].
Screening CC(C)OC(=O)c1cc2c(OCC(O)CNC(C)(C)C)cccc2[nH]1 (stereo not drawn) returned IP6K1 inh 5, SNCA expr inhib -28%[25.6 µM], HEK293 viab 57%[23.9 µM] and GPT2 inhibitor inactive.
`O=C(c1ccccc1F)N1CCN(C(=O)c2nc3cccnc3n(CCc3ccccc3)c2=O)CC1` gave IP6K1 inh 18, SNCA expr inhib 15%, HEK cytotox inconclusive, HEK293 viab 6%, NIH3T3 tox inconclusive and GPT2 inhibitor -17%.
`COc1ccc(CNC(=O)CCCc2nnc3n(C(C)C)c(=O)c4sccc4n23)cc1` gave IP6K1 inh 14, SNCA expr inhib 17% and HEK293 viab inconclusive.
`CCCN(C(=O)Cn1cc(S(=O)(=O)N2CCN(c3ccccc3F)CC2)c2ccccc2c1=O)c1cccc(C)c1` gave IP6K1 inh -15, SNCA expr inhib 26% and HEK293 viab -1%.
CC1=C[C@@H](CN2CCOCC2)[C@H](C(C)C)C[C@H]1Cc1nnc(-c2ccccc2F)o1 was read as FLuc inh 3%[172 µM], IP6K1 inh 7, SNCA expr inhib -23%[87.6 µM], HEK cytotox 89µM*, HEK293 viab inconclusive, NIH3T3 tox inconclusive and GPT2 inhibitor -6%[88.5 µM].
Screening CS(=O)(=O)NC[C@H]1O[C@@H](CC(=O)N2CCN(c3ccccn3)CC2)[C@H](O)[C@@H]1O returned FLuc inh 8%[172 µM], IP6K1 inh 9, SNCA expr inhib 31%[activator][87.6 µM], HEK cytotox -5%[172 µM], HEK293 viab 2%[87.6 µM], NIH3T3 tox -9%[174 µM] and GPT2 inhibitor -6%[88.5 µM].
Screening CCC(=O)N1c2ccccc2CC1C(=O)NCCc1ccccc1C (stereo not drawn) returned IP6K1 inh 7, SNCA expr inhib -10% and HEK293 viab -20%.
For O=C1CCCN1CCCN1C(=O)[C@@H]2C[C@@H](O)CN2C2(CN(CC3CC3)C2)C1=O the results were FLuc inh -2%[172 µM], IP6K1 inh 8, SNCA expr inhib -28%[87.6 µM], HEK cytotox -1%[172 µM], HEK293 viab 0%[87.6 µM], NIH3T3 tox -1%[174 µM] and GPT2 inhibitor 4%[88.5 µM].
Cc1c(S(=O)(=O)c2cccc(Cl)c2)nnn1-c1cccc(C(F)(F)F)c1 was read as IP6K1 inh 10, SNCA expr inhib -2% and HEK293 viab 1%.
`COCc1cc(=O)n(CC(=O)Nc2ccc(C)c(Cl)c2)c(N2CCOCC2)n1` gave FLuc inh 0%, IP6K1 inh 10, SNCA expr inhib 6%, HEK cytotox -20%, HEK293 viab 2%, NIH3T3 tox -19% and GPT2 inhibitor inactive.
COc1ccc(CCNC(=O)C(=O)NCC(c2ccco2)S(=O)(=O)c2ccc(F)cc2)cc1 (stereo not drawn) was read as IP6K1 inh -2, SNCA expr inhib -9% and HEK293 viab 2%.
`COC1CCOC2(CCN(C(=O)c3ccsc3)CC2)C1` (stereo not drawn) gave FLuc inh -6%, IP6K1 inh -14, SNCA expr inhib -5%, HEK cytotox 1%, HEK293 viab -5%[12.5 µM], NIH3T3 tox -9% and GPT2 inhibitor inactive.
Cc1ccc(NC(=O)N2CCN(C(=O)c3nsc4ccccc34)CC2)cc1C was read as IP6K1 inh -12, SNCA expr inhib 61%[activator] and HEK293 viab -6%.
For N#Cc1ccc(C(=O)N2CCCCCCNC(=O)[C@@H]3C[C@@H](c4nc(-c5cnccn5)no4)C[C@@H]32)cc1 the results were FLuc inh 1%, IP6K1 inh -4, SNCA expr inhib -2%, HEK cytotox 4%, HEK293 viab 1%, NIH3T3 tox -14% and GPT2 inhibitor inactive.
Cc1ccc(CNC(=O)C2CCCN(c3nc4c(C)cc(C)cc4s3)C2)cc1 (stereo not drawn) was read as IP6K1 inh -4, SNCA expr inhib 73%[activator] and HEK293 viab 7%.
`O=C(Cc1ccccc1)NC1CCCN(c2ccc3nnc(C4CC4)n3n2)C1` (stereo not drawn) gave IP6K1 inh -1, HEK cytotox inactive and NIH3T3 tox 1%.
`Cc1nnc2ccc(N3CCCC(NC(=O)c4ccccc4Cl)C3)nn12` (stereo not drawn) gave IP6K1 inh -8, HEK cytotox inconclusive and NIH3T3 tox inconclusive.
Screening O=C(CCC1CCN(S(=O)(=O)c2ccccc2)CC1)NCC1CCCCC1 returned FLuc inh 2%, IP6K1 inh 23, SNCA expr inhib -21%, HEK cytotox inconclusive, HEK293 viab -18%, NIH3T3 tox -23% and GPT2 inhibitor -7%.
Screening COC(=O)C1=CO[C@@H](O[C@@H]2O[C@H](CO)[C@@H](O)[C@H](O)[C@H]2O)C2C1C(=O)C[C@H]2C (stereo partly drawn) returned IP6K1 inh 16, HEK293 viab 3% and GPT2 inhibitor inactive.
COc1ccc(CNC(=O)c2c(C)noc2-c2ccc(OC(F)(F)F)cc2)cc1 was read as FLuc inh -4%, IP6K1 inh -8, SNCA expr inhib 1%, HEK cytotox -25%, HEK293 viab 11%, NIH3T3 tox -20% and GPT2 inhibitor inactive.
Screening CCN(C(=O)c1cc2c(=O)oc3ccc(C)cc3c2s1)c1ccccc1F returned IP6K1 inh -4, SNCA expr inhib 6% and HEK293 viab 3%.
Screening Fc1cccc(-c2noc(-c3nc(-c4ccc5c(c4)OCO5)no3)n2)c1 returned FLuc inh -5%, IP6K1 inh -2, SNCA expr inhib -21%, HEK cytotox 9%, HEK293 viab -2%, NIH3T3 tox -4% and GPT2 inhibitor 2%.
`Cc1n[nH]c(C)c1Cc1ccc(C(=O)NCC2Cn3cccc3CN2C)o1` (stereo not drawn) gave FLuc inh -2%, IP6K1 inh -4, SNCA expr inhib 8%, HEK cytotox inactive, HEK293 viab -1%, NIH3T3 tox inactive and GPT2 inhibitor -3%.
Screening Cc1ccc(CNC(=O)c2cc3c(=O)n(Cc4cccnc4)ccc3nc2C)cc1 returned IP6K1 inh -8, SNCA expr inhib -18% and HEK293 viab -9%.

Compounds above containing an aryl methoxy group (6):
`COc1ccc2[nH]c3c(c2c1)CCNC31CCN(C(=O)NC(C)(C)C)CC1` gave FLuc inh 4%, IP6K1 inh 14, SNCA expr inhib 45%[activator], HEK cytotox inconclusive, HEK293 viab -5%[12.5 µM], NIH3T3 tox -28% and GPT2 inhibitor -10%.
Screening CCC1Oc2ccc(NC(=O)c3cccc(OC)c3)cc2CN(Cc2ccccc2)C1=O (stereo not drawn) returned FLuc inh -11%, IP6K1 inh 14, SNCA expr inhib 4%, HEK cytotox 45µM*, HEK293 viab -2%, NIH3T3 tox inconclusive and GPT2 inhibitor -15%.
For COc1ccc(NC(=O)CCNS(=O)(=O)c2cccc3nsnc23)cc1Cl the results were IP6K1 inh 7, SNCA expr inhib 4% and HEK293 viab -3%.
`COc1ccc(CNC(=O)CCCc2nnc3n(C(C)C)c(=O)c4sccc4n23)cc1` gave IP6K1 inh 14, SNCA expr inhib 17% and HEK293 viab inconclusive.
COc1ccc(CCNC(=O)C(=O)NCC(c2ccco2)S(=O)(=O)c2ccc(F)cc2)cc1 (stereo not drawn) was read as IP6K1 inh -2, SNCA expr inhib -9% and HEK293 viab 2%.
COc1ccc(CNC(=O)c2c(C)noc2-c2ccc(OC(F)(F)F)cc2)cc1 was read as FLuc inh -4%, IP6K1 inh -8, SNCA expr inhib 1%, HEK cytotox -25%, HEK293 viab 11%, NIH3T3 tox -20% and GPT2 inhibitor inactive.
